# Screening data deposited in PubChem by Sanford-Burnham Center for Chemical Genomics.
# CCR6 antagonist – antagonists of human CCR6 receptor | CHO-K1 CCR6 PathHunter beta-arrestin, luminescence, CCL20-stimulated | 340,000 compounds, 0.49% hits | P51684 | inhibition, % at 20 µM;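 active = compounds whose inhibition of the agonist-driven luminescence signal at 20 µM reaches about 50%, limit read from the data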;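 also: cells stimulated with CCL20 at 14 nM final; plate controls were DMSO with CCL20 for no effect and DMSO without agonist for full effect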
# Target sequence (P51684 whole entry, looked up): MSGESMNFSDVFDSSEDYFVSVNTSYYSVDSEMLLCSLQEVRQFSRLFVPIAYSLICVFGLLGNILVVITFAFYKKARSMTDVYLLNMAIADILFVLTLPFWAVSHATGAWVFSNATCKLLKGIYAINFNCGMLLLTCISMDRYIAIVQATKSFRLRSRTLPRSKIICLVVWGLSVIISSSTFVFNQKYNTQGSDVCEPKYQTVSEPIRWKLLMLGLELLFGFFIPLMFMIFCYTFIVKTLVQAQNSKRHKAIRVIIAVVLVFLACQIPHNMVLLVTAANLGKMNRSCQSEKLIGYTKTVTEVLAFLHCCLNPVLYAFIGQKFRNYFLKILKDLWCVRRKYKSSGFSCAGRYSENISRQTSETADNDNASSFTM
# CXCR6 block – inhibitors of human CXCR6 receptor | inhibition, % at 20 µM | 360,000 compounds, 0.36% hits | CHO-K1 PathHunter CXCR6 beta-arrestin, luminescence | O00574; in the data active = inhibition above about 34%, passing the limit was not always enough;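 also: antagonist mode with CXCL16 agonist at 10 nM final; 0% = 10 nM CXCL16 with DMSO and 100% = unstimulated wells without agonist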
# Target sequence (O00574 whole entry, looked up): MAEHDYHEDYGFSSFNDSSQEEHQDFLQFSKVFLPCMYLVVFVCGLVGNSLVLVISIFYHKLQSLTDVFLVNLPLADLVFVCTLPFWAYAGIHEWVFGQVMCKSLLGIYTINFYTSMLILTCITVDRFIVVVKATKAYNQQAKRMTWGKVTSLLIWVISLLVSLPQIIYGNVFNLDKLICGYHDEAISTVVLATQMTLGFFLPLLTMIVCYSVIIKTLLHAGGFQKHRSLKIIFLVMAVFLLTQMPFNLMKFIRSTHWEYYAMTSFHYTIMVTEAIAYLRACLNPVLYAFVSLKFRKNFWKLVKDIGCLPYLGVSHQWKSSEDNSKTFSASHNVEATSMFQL
# EBI2 block – antagonists of human EBI2 receptor; P32249; EBI2 beta-arrestin recruitment, luminescence, 7a,25-OHC stimulated; inhibition, % at 5 µM; 360,000 compounds, 0.81% hits; in the data active = inhibition above about 38%;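 also: enzyme fragment complementation signal reports receptor beta-arrestin coupling in cells; 0% = agonist plus DMSO wells and 100% = wells without agonist; some results beyond the cut were filed as inactive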
# Target sequence (P32249 whole entry, looked up, the tested form may be a part): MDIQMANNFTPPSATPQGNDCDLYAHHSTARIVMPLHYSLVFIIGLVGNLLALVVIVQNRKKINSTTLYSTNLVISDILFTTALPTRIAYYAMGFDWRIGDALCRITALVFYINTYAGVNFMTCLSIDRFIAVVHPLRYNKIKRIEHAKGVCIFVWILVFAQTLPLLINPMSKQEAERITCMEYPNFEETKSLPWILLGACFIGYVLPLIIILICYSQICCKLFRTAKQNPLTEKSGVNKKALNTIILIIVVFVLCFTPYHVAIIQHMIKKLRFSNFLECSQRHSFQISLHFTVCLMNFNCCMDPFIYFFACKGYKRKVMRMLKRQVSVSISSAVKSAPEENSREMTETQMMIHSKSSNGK
# Starred values were filed as active, the others as inactive. An excerpt (hit frequency here may not be typical).
EBI2 block,smiles,CCR6 antagonist,CXCR6 block
-7,CCN1CCCC1CNC(=O)c1cn(C)c2ccc(S(=O)(=O)N3CCCCCC3)cc2c1=O (configuration not stated),-16,14
-1,CCn1cc(C(=O)OCC(=O)c2cc(C)n(-c3cccc(C(F)(F)F)c3)c2C)c(=O)c2ccc(C)nc21,8,15
7,Cc1ccc(C)n1NC(=O)c1ccccc1,-10,2
-5,CCN1C[C@@H]2[C@@H]3C(=O)N(Cc4ccccc4)C(=O)[C@@H]3[C@](CC)(C1=O)N2C(=O)c1ccccc1,4,-2
2,COc1ccc(CN(C)CCCn2cnc3c(OCc4ccccc4)ncnc32)cc1OC,3,7
-2,CCN1C(=O)S/C(=C/c2c(OCc3ccc(C(=O)O)cc3)ccc3ccccc23)C1=O,5,2
-15,O=C1C=C(N(CCO)Cc2ccccc2)c2ccccc2C1=O,0,2
18,Cc1ccccc1Oc1ccc2c(c1)[C@@H]1C[C@H](N(C)C(=O)c3ccc(C#N)cc3)[C@H]([C@H](C)O)C(=O)N1CC2,5,-6
-3,COc1ccc(CN2CCN(C(=O)c3ccccc3C(=O)c3ccccc3)CC2)cc1OC,-4,-6
0,Cc1cccc2c(=O)n3c(cc12)-c1[nH]c2ccccc2c1CC3,-1,0
-1,Cn1c(=O)c2c(nc(CCc3ccccc3)n2C)n(C)c1=O,8,7
5,COC(=O)CC1(CC(N)=O)SCCS1,0,-1

# Going on with the list:
EBI2 block,smiles,CCR6 antagonist,CXCR6 block
-1,CCOC(=O)N1C(=O)NC(=O)C1c1ccccc1 (configuration not stated),-9,3
-9,O=C(c1ccccc1)N1N=C(c2ccc(F)cc2)CC1c1ccc(F)cc1 (configuration not stated),15,1
-1,O=C1NC(=S)NC1=Cc1ccc2c(c1)CCC2,27,14
-2,O=C(c1ccc(Cl)cc1)N1CCOc2ccccc21,11,-2
-1,O=[N+]([O-])c1ccc(CS(=O)c2ccccc2)cc1 (configuration not stated),7,2
-13,CCOC(=O)C(=O)c1c(C)cc2ccccn12,8,-4
-4,NC(=O)C1CCN(C(=O)CSc2ccsc2[N+](=O)[O-])CC1,1,2
8,CCN1C(=O)/C(=C\c2ccc(-c3ccc([N+](=O)[O-])cc3OC)o2)SC1=Nc1cccc(C(=O)O)c1,6,6
-5,CC(C)(C)CC(C)(C)N=C1Nc2cc(Cl)c(Cl)cc2NC12C[C@H]1CCC(=O)N3CC[C@@H](C2)[C@@H]13 (some centres not stated),-1,-1
3,Cc1cccc(N2C(=O)C=CC2=O)c1,16,2
-11,O=C(Cc1ccc(NC(=O)C2CCCN(C(=O)C3CCC3)C2)cc1)Nc1ccc(C(=O)N2CCOCC2)cc1 (configuration not stated),-3,2
-2,Cc1ccc(C2CC(=O)c3cnc(NC(=O)c4ccco4)nc3C2)cc1 (configuration not stated),7,9

# The results go on:
EBI2 block,smiles,CCR6 antagonist,CXCR6 block
-13,C[C@H](O)[C@@H]1C(=O)N2CCc3ccc(N4CCN(C)CC4)cc3[C@@H]2C[C@@H]1N(C)C(=O)c1ccc(C#N)cc1,-2,1
16,CCCCN1CC(COCc2ccccc2)Oc2cccc(Oc3cc(C)c(C)c(C)c3)c2S1(=O)=O (configuration not stated),5,-6
15,COc1ccc(-c2coc3cc(OC(C)=O)ccc3c2=S)cc1,15,-2
6,CCn1c(=O)cc(OCC(=O)N2CCc3ccccc32)c2ccccc21,4,-10
-12,O=C(C=Cc1ccccn1)c1ccccc1,39,21
-4,COc1ccc(CCN(C)C(=O)CSc2nc3ccccc3c(=O)n2CC2CCCO2)cc1OC (configuration not stated),18,-1
3,CC1CN(Cc2ccccc2)C(=O)NC1=O (configuration not stated),1,1
3,CN(C(=O)COC(=O)c1nc(Cl)c(Cl)c(Cl)c1Cl)C1CCS(=O)(=O)C1 (configuration not stated),-22,9
-2,O=C(O)c1cccc(N/N=C/c2ccc(-c3ccccc3)cc2)c1,2,2
9,C(=NN=C(NN=Cc1cccs1)NN=Cc1cccs1)c1cccs1,14,7
10,CS(=O)(=O)c1nc(-c2ccc(F)cc2)cc(C(F)(F)F)n1,22,25
4,CC12CCC3c4cc(CN5CCOCC5)c(O)cc4CCC3C1CCC2=O (configuration not stated),10,-3

# The list goes on:
EBI2 block,smiles,CCR6 antagonist,CXCR6 block
-2,Cc1nc2ncccn2c1-c1csc(Nc2ccc(N(C)C)cc2)n1,-20,-11
1,Cc1c2cnn(CC(=O)NCCN3CCOCC3)c(=O)c2c(C)n1Cc1ccccc1F,4,6
3,CN1CCC(CC(C(=O)N2CCCC2)(c2ccccc2)c2ccccc2)C1 (configuration not stated),3,-2
10,Cc1ccc(S(=O)(=O)Nc2cc(C)cc(CCNC=O)c2C)cc1,2,-5
7,CN1CCN(CCCNC(=O)c2ccc(/C=C3\Sc4ccccc4N(Cc4ccc(F)cc4)C3=O)cc2)CC1,10,-2
-3,COc1ccc(CCNC/C=C/c2ccccc2)cc1,7,-7
1,Cc1ccc(C2=C(O)C(=O)C(c3ccc(C)cc3)=C(O)C2=O)cc1,17,10
-2,COc1ccc(C(=O)N[C@H](C(=O)OCCCOC(=O)[C@@H](NC(=O)c2ccc(OC)cc2)C(C)C)C(C)C)cc1,11,-11
15,Cc1noc(C)c1C(=O)OCC(=O)/C=C1/N(C)c2ccccc2C1(C)C,11,-5
3,O=C(c1ccccc1)N1CCSc2sccc2C1=O,5,3
3,COC(=O)c1cc2c(=O)c3ccccc3oc2nc1/C=C/N(C)C,13,7
8,CC1=Nc2ccc(C)cc2/C1=C/c1c(N)n2c(S(=O)(=O)C(C)C)nsc2nc1=O,16,11

# Shown bar-delimited: part of the list above
mol | EBI2 block | CCR6 antagonist | CXCR6 block
CN1CCN(CCCNC(=O)c2ccc(/C=C3\Sc4ccccc4N(Cc4ccc(F)cc4)C3=O)cc2)CC1 | 7 | 10 | -2
COc1ccc(CCNC/C=C/c2ccccc2)cc1 | -3 | 7 | -7
Cc1ccc(C2=C(O)C(=O)C(c3ccc(C)cc3)=C(O)C2=O)cc1 | 1 | 17 | 10

# Remaining list, next part
EBI2 block,smiles,CCR6 antagonist,CXCR6 block
-14,O=C1NC[C@H](Cc2ccccc2)N(CC2CCN(CCCC3CCCC3)CC2)C1=O,-1,-7
-8,O=C(Cc1cccc(NC(=O)C2CCCN(C(=O)C3CC3)C2)c1)Nc1cccc(C(=O)N2CCCCC2)c1 (configuration not stated),18,-6
1,Cc1c(N(C)S(=O)(=O)c2ccc(Cl)c(C(=O)NCC3CCCO3)c2)c(=O)n(-c2ccccc2)n1C (configuration not stated),-5,-3
5,CC(=O)Nc1cccc(Oc2ncnc3scc(-c4ccc(C(C)C)cc4)c23)c1,19,-2
13,CCN(c1ccc(N=Cc2c(O)n(Cc3ccc(OC)cc3)c(=O)c3ccccc23)cc1)C(C)C,7,8
23,Cc1ccc(C)c(S(=O)(=O)N2CCN(C(=O)Cc3sc(C)nc3-c3ccc(F)cc3)CC2)c1,28,5
19,CN(Cc1ccc(OC(F)F)cc1)C(=O)c1cccc(S(=O)(=O)N2CCN(c3ccccc3)CC2)c1,21,-38
-3,O=[N+]([O-])c1ccc(NN=Cc2ccccc2)nc1,4,-1
-1,C#CCN1C=CC(=O)[C@@H](OC(=O)Nc2ccc(Br)cc2)[C@H]1c1ccccc1Br,1,-6
7,COc1ccc(NC(=O)c2cc(S(=O)(=O)N3CCOCC3)ccc2C)cc1S(=O)(=O)N1CCCCC1,9,-6
1,Cc1ccc(N/C(C(Cl)=C(Cl)Cl)=C(/Cl)[N+](=O)[O-])c(C)c1,11,-10
4,N#CC1=C(SCC(N)=O)NC(=O)CC1c1cccc2ccccc12 (configuration not stated),8,-7

# (further entries)
EBI2 block,smiles,CCR6 antagonist,CXCR6 block
-5,O=[N+]([O-])c1cc2c(c3cccnc13)COCO2,-9,-4
-7,Cc1oc2cc(Br)c(O)c(Br)c2c1-c1ccccc1,-5,-3
8,CCCNC(=O)Cn1c(=O)/c(=C/c2ccc(-c3cccc([N+](=O)[O-])c3)o2)s/c1=C\C(=O)C(C)(C)C,19,5
9,Cc1ccc(-c2nc(-c3ccncc3)no2)cc1,0,0
21,Cc1ccc2ccccc2c1CSc1nc(N)nc2c1ncn2CC(C)C,6,-4
4,COc1ccc2sc(/C=C/c3ccccc3O)[n+](C)c2c1,23,20
1,O=C(COc1coc(CN2CCN(c3ccc(F)cc3)CC2)cc1=O)NC1CCCCC1,14,-1
1,C/C(Sc1nnc(Cc2ccccc2)o1)=C(\O)c1ccccc1,-2,2
-10,COc1ccc(S(N)(=O)=O)cc1C(=O)NNC(=O)c1cccc(S(=O)(=O)N2CCOCC2)c1,5,-8
-5,Cc1cccc(NC(=O)CNC(=O)CN2C(=O)NC(C)(CCC(C)C)C2=O)c1C (configuration not stated),16,8
-8,Cc1cccc(NC(=O)c2ccc(C)c(S(=O)(=O)N3CCOCC3)c2)n1,9,3
18,Oc1c(CN2CCN(c3ccccc3)CC2)cc(Br)c2cccnc12,25,26

# Further results
EBI2 block,smiles,CCR6 antagonist,CXCR6 block
3,O=C1c2ccccc2C(=O)N1CCc1c(-c2ccccc2)[nH]c2ccccc12,12,13
-11,C#CCOCCOCCOCCNc1nc(N2CCN(C(=O)Cn3cc(CCO)nn3)CC2)nc(N2CCN(C(=O)[C@H]([C@@H](C)CC)n3cc(CCCCN)nn3)CC2)n1,0,6
-6,O=c1[nH]cnc2c1ccn2C1OC(CO)C(O)C1O (configuration not stated),-2,3
-6,O=C(NCCc1ccccc1)c1cccc(NC(=O)C2CC2)c1,4,-3
17,CC(=O)c1cccc(-c2ccc(CN3C(CC(C)C)C(=O)N(Cc4cn(CC5CCCCC5)nn4)CCS3(=O)=O)cc2)c1 (configuration not stated),4,20
13,COc1ccc(C2=NN(c3nc(-c4ccccc4)c(CC(=O)O)s3)C(c3ccco3)C2)cc1 (configuration not stated),30,3
1,Nc1ccc2c(c1)C(=O)c1cc(Cl)c(Cl)cc1-2,4,6
-15,CC(=O)Nc1ccc(CCCCc2ccccc2)cc1,-2,-4
-10,CSC1=NSC2=NC(=O)/C(=C\c3cccs3)C(=N)N12,8,4
28,N#C/C(=C\Nc1ccccc1O)c1nc2ccccc2o1,6,-1
-13,COc1ccc(OC)c(NC(=O)CSc2ncnc3sc(C)cc23)c1,15,-4
-8,CCOC(=O)Nc1ccc2c3c(cccc13)-c1ccccc1-2,-14,-23

# Next section:
EBI2 block,smiles,CCR6 antagonist,CXCR6 block
3,CCSc1nc(N)nc2c1ncn2C1OC(CO)C(O)C1O (configuration not stated),9,-3
-7,CN(CC(=O)Nc1cc(C(F)(F)F)ccc1-n1cncn1)Cc1nc2ccccc2c(=O)[nH]1,1,-16
5,O=c1c2ccccc2nc2c3ccccc3c3nncn3n12,6,0
-3,CCc1ccc(N2CC(C(=O)OCC(=O)N(CC)c3c(N)n(Cc4ccccc4)c(=O)[nH]c3=O)CC2=O)cc1 (configuration not stated),-6,-12
-11,CC=Cc1cc2c(c(=O)o1)C(=O)C(O)C(C)O2 (configuration not stated),12,11
6,O=C1/C(=C\c2ccc(O)c(O)c2)C(c2ccccc2)=NN1c1ccccc1,39,16
-2,CN(CCc1ccccc1)C(=O)c1cccc(NC(=O)Cc2cccc(NC(=O)C3CCCN(C(=O)c4ccccc4)C3)c2)c1 (configuration not stated),7,-3
2,C=CCN([C@H](C(=O)OC)C(C)C)S(=O)(=O)CCNCc1ccccc1,8,5
-5,CCOc1cc(/C=C(\CC(=O)O)c2nc3ccccc3s2)ccc1OCC(=O)Nc1cccc(C(F)(F)F)c1,5,8
11,Oc1ccc(Cc2ccccc2Cl)c(O)c1,5,-14
-4,CCC(C)C(=O)OC1CCC=C2C=CC(C)C(CCC3CC(O)CC(=O)O3)C21 (configuration not stated),4,-3
8,O=C(NN=Cc1ccccc1C(=O)O)C(=O)NN=Cc1ccccc1C(=O)O,10,-1

# (continued)
EBI2 block,smiles,CCR6 antagonist,CXCR6 block
-6,Cc1ccccc1NC(=O)c1ccc(NC(=O)C2CC(=O)OC23CCCCC3)cc1 (configuration not stated),-2,0
-16,O=C(Nc1cccc(C(=O)N2CCCC2)c1)C1CCC1,-8,4
-5,Cn1cc(/C=C/c2cc[n+](C)cc2)c2cc(F)ccc21,6,5
-12,CCN(CC)CCN(C)C1CCC(c2ccccc2)CC1 (configuration not stated),5,-5
2,CC[C@]12C(=O)N(C)C[C@H]([C@@H]3C(=O)N(C)C(=O)[C@@H]31)N2C(=O)c1ccc(Br)cc1,-1,-6
-60,Cc1sc(-c2ccccn2)nc1OC(=O)c1ccc(F)cc1F,-4,-3
12,CC(C)(CNC(=S)NCCc1ccccc1)CNC(=S)NCCc1ccccc1,27,-7
-10,N#CC(=C(O)COC(=O)CCCNC(=O)c1ccc(Cl)cc1)c1nc2ccccc2[nH]1,17,-2
-21,CCOP1(=O)C=C(Sc2ccc([N+](=O)[O-])cc2[N+](=O)[O-])C(C)(C)O1 (configuration not stated),-10,-9
5,Cc1ccc2[nH]c(C)cc(=S)c2c1,-2,-8
-3,C[n+]1ccccc1/C=C/c1ccc(C#N)cc1,2,2
1,Cn1c(=O)[nH]c(=O)c2c1nc(N1CCN(C(=O)c3ccco3)CC1)n2CCCSc1ncccn1,1,2
6,Cc1cc(OC(=O)c2ccc(S(=O)(=O)N3CCOCC3)cc2)c([N+](=O)[O-])c(=O)[nH]1,9,9

# One compound at a time, from the list above:
# `Cn1cc(/C=C/c2cc[n+](C)cc2)c2cc(F)ccc21` is listed as EBI2 block = -5; CCR6 antagonist = 6; CXCR6 block = 5
# `Cc1ccc2[nH]c(C)cc(=S)c2c1` is listed as EBI2 block = 5; CCR6 antagonist = -2; CXCR6 block = -8
# `Cc1ccccc1NC(=O)c1ccc(NC(=O)C2CC(=O)OC23CCCCC3)cc1` (configuration not stated) is listed as EBI2 block = -6; CCR6 antagonist = -2; CXCR6 block = 0
